EPAC1 ag: qHTS for Agonist of cAMP-regulated guanine nucleotide exchange factor 3 (EPAC1): primary screen; EPAC1 agonist qHTS, biochemical assay; response scale: 100% = response to 6.5 mM cAMP; Potency, µM (titrated, usually from 154 µM), inactives show at the highest dose activation, hits mostly activators; hit rate 0.073% among 360,000; Rap guanine nucleotide exchange factor 3 (Homo sapiens), O95398; note: potency is the fitted concentration of half-maximal effect; nearly all actives have a fitted effect of over 60% in size
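Fluorescent GDP-exchange assay: 100 nM EPAC1 with 250 nM Rap1B preloaded with BODIPY-GDP and 50 uM GDP; compounds tested as concentration series, 5 min at room temperature, then read every 5 min for 30 min (ex 480/em 540 nm); normalized to 6.5 mM cAMP.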
WRN helicase inh: qHTS for Inhibitors of WRN Helicase; Bifunctional 3'-5' exonuclease/ATP-dependent helicase WRN (Homo sapiens), Q14191; WRN helicase unwinding, fluorescent forked duplex, kinetic; Potency, µM (titrated, usually from 114 µM), for the others: at the highest dose activity change, negative = inhibition, hits mostly inhibitors; hit rate 0.46% among 360,000; note: potency is the fitted concentration of half-maximal effect; % is set by controls: 0 for no effect and ±100 for the full control effect; nearly all actives have a fitted effect of over 55% in size
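Enzyme (20 nM final) and test compound sit together 15 min at room temperature before substrate addition. Substrate is a single-forked duplex oligonucleotide (100 nM) labelled with fluorophore and quencher, with 2 mM ATP; helicase unwinding raises red fluorescence, read kinetically.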
PLK1 PBD inh: qHTS for Inhibitors of PLK1-PDB (polo-like kinase 1 - polo-box domain): Primary Screen; Serine/threonine-protein kinase PLK1 (Homo sapiens), P53350; Plk1 PBD binding of FITC phosphopeptide, fluorescence polarization; Potency, µM, inactives show max response, negative = inhibition, actives largely listed as inhibitors; hit rate 2.8% among 360,000; note: potency is the fitted concentration of half-maximal effect; series mostly up to about 57 µM; % is set by controls: 0 for no effect and ±100 for the full control effect; nearly all actives have a fitted effect of over 65% in size
Target sequence (P53350 whole entry, looked up, the tested form may be a part): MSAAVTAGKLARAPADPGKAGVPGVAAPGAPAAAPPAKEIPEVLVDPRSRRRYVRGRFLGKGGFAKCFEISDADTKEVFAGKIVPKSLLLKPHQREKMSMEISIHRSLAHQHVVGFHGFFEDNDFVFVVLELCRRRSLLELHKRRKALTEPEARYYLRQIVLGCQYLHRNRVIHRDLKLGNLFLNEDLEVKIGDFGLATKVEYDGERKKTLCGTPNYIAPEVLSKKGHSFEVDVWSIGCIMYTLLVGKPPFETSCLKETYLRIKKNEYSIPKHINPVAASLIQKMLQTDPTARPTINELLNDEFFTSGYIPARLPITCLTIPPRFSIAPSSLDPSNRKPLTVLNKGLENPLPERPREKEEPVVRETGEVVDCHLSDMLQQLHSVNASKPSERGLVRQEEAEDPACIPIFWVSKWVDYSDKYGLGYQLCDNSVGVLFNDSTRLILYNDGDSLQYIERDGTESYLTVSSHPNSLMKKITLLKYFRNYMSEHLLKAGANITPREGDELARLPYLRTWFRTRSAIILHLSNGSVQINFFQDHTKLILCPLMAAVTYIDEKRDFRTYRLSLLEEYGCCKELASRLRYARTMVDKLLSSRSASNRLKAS
IL-2 act: qHTS of IL-2 Activators; AID 652025, 2013; hit rate 0.065% among 360,000; IL-2 activation reporter assay, cell-based qHTS; stimulated with anti-CD3/CD4/CD28 beads; in transgenic mouse T cells; activation, % (series mostly up to about 46 µM); in the data active = activation above about 50%; inconclusive = mostly about 30% to 49%; note: 0% is about no effect
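Quantitative HTS in unstimulated transgenic mouse T cells, with memory T cells as non-tolerant control and PMA/ionomycin as tolerance-bypass control. Compound pretreatment lasted 60 minutes before 18 h bead stimulation; EGFP/DsRed fluorescence read.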
PI5P4Ka inh: qHTS for Inhibitors of phosphatidylinositol 5-phosphate 4-kinase (PI5P4K); Phosphatidylinositol 5-phosphate 4-kinase type-2 alpha (Homo sapiens), P48426; PI5P4Kalpha enzyme, ADP-Glo luminescence, 60 min; stronger effect = lower value; max response, %; hit rate 1.2% among 330,000; active = max response of -50% or lower; inconclusive = between -30% and -50%; inactive = -30% or higher; note: value at the top dose of about 77 µM; % is set by controls: 0 for no effect and ±100 for the full control effect
Target sequence (P48426 whole entry, looked up): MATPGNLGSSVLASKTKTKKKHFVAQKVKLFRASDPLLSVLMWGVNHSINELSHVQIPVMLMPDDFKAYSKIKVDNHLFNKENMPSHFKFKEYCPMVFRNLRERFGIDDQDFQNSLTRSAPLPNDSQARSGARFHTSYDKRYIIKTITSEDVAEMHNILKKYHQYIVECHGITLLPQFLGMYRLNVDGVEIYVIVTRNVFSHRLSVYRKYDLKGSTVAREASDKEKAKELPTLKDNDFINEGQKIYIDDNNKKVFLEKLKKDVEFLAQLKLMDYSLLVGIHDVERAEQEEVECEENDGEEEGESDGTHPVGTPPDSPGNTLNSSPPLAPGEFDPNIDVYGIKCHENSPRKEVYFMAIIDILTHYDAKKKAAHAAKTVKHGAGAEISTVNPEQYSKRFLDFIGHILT
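Reactions run in 0.038 M HEPES pH 7.4, 0.28 mM EGTA, 0.1% CHAPS and 5% DMSO, with PI5P4Kalpha, substrate, compound and 5 microM ATP final, one hour at room temperature. Readout is ADP-Glo luminescence.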
EPAC2 agonist: qHTS for Agonist of cAMP-regulated guanine nucleotide exchange factor 4 (EPAC2): primary screen; Rap guanine nucleotide exchange factor 4 (Homo sapiens), Q8WZA2; EPAC2 activation, biochemical qHTS; response scale: 100% = 6.5 mM cAMP response; Potency, µM (series often up to 154 µM), without a hit: top-dose activation, most hits filed as activators; hit rate 0.079% among 360,000; note: potency is the fitted concentration of half-maximal effect; nearly all actives have a fitted effect of over 50% in size
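EPAC2 (100 nM) mixed with Rap1B loaded with BODIPY-GDP (250 nM) plus 50 uM unlabeled GDP; compounds pinned in, 5 min RT, then read every 5 min for 30 min (ex 480, em 540 nm). Normalized to cAMP control.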
EPAC1 antagonist: qHTS for Antagonist of cAMP-regulated guanine nucleotide exchange factor 3 (EPAC1): primary screen; EPAC1 GEF assay, Rap1b-BODIPY-GDP exchange fluorescence; Rap guanine nucleotide exchange factor 3 (Homo sapiens), O95398; hit rate 0.14% among 360,000; Potency, µM (titrated, usually from 115 µM), without a hit: top-dose activity change, negative = inhibition, actives largely listed as inhibitors;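 note: potency is the fitted concentration of half-maximal effect; plate controls were vehicle for no effect and positive control for full effect; nearly all actives have a fitted effect of over 50% in size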
CCT modulator: High-Throughput Screening for Modulators of Cytosolic Chaperonin Activity; purified chaperonin ATPase assay, HTRF ADP detection, 30 min; activity change, % (concentration not given with the values), hits read low; hit rate 0.3% among 360,000; AID 651819, 2012; in the data active = activity change below about -30%; note: % is set by controls: 0 for no effect and ±100 for the full control effect
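TRiC at 40 or 20 nM final (batch-dependent) in 30 mM Tris pH 7.4, 100 mM KCl, 5 mM MgCl2, 1 mM DTT, with compound at single 76 uM and 10 uM ATP, 30 min at 37 deg C. ADP detected by HTRF Transcreener, 665/615 ratio.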
Active calls of the source: *; ? = inconclusive; · = no result given. Unless noted, calls come from the whole dose curve; as a rule, active = well fitted curve in the direction sought with a large enough effect; inconclusive = small, poorly fitted or top-dose-only effect, or another doubt; inactive = no such curve, though single readings can be large; an effect the other way counts as inactive or inconclusive.

Start of the data: the first 2 compounds (preview)
SMILES | EPAC1 ag | WRN helicase inh | PLK1 PBD inh | IL-2 act | PI5P4Ka inh | EPAC2 agonist | EPAC1 antagonist | CCT modulator
CCN(CCN(C)C)C(=O)c1ccc2nc(C)c(N(C)C(=O)CCc3ccccc3)n2c1 | 12.0% | -8.0% | 2.4% | 0.3 | 10.1 | 7.5% | -11.1% | 0.2
CCCNC(=O)c1cccc(COc2ccccc2OC)c1 | 8.3% | -2.0% | -5.9% | 1.1 | -4.2 | 12.9% | -1.6% | 2.5

The whole of this part (from the top)
SMILES | EPAC1 ag | WRN helicase inh | PLK1 PBD inh | IL-2 act | PI5P4Ka inh | EPAC2 agonist | EPAC1 antagonist | CCT modulator
CCN(CCN(C)C)C(=O)c1ccc2nc(C)c(N(C)C(=O)CCc3ccccc3)n2c1 | 12.0% | -8.0% | 2.4% | 0.3 | 10.1 | 7.5% | -11.1% | 0.2
CCCNC(=O)c1cccc(COc2ccccc2OC)c1 | 8.3% | -2.0% | -5.9% | 1.1 | -4.2 | 12.9% | -1.6% | 2.5
Cc1ccccc1CN1CCN(C(=O)[C@H]2O[C@@H](n3cnc4c(N)ncnc43)[C@H](O)[C@@H]2O)CC1 | 11.1% | -3.2% | -5.2% | 0.1 | -0.6 | 8.2% | -7.6% | 2.4
COc1ccc(CNC(=O)COC(=O)c2ccccc2C(=O)c2ccccc2)cc1 | 1.0% | -9.1% | -6.3% | -0.6 | 0.3 | 26.6% | -14.5% | -0.4
NC1=NC(c2ccc(F)cc2)n2c(nc3ccccc32)N1 (centres undefined) | -7.0% | -1.8% | -2.4% | 1.6 | · | 5.6% | -2.0% | -0.3
Cc1ccc([C@H]2C(C(=O)O)=CC[C@@H](c3ccc4c(c3)OCO4)N2S(=O)(=O)c2ccc(C)cc2)cc1 | -7.8% | 1.9% | -3.9% | 1.2 | 4.0 | 2.5% | 6.9% | 0.5
CC(Sc1nnc(-c2ccccc2F)n1C)C(=O)Nc1ccc(N2CCOCC2)cc1 (centres undefined) | 7.1% | 6.4% | -5.1% | 2.0 | -14.0 | 5.4% | 1.3% | -0.2
N#C/C(=C\c1ccc(-c2ccc(F)cc2)o1)C(=O)Nc1nc(-c2cccs2)cs1 | 4.7% | -13.0% | -10.3% | -1.6 | ? | 10.8% | -3.0% | 1.5
Cn1nc(C(F)(F)F)c(CN2CC(C)(C)C2=O)c1N1CCOCC1 | 9.5% | -2.1% | -8.4% | -2.1 | -3.8 | 5.0% | -1.9% | 0.8
COc1cc2[nH]c(=O)n(Cc3ccc(C(=O)N4CCC(N5CCCCC5)CC4)cc3)c(=O)c2cc1OC | -2.1% | -2.0% | -1.1% | -1.5 | 0.7 | 6.0% | -6.8% | -5.7
Cc1noc(C)c1NC(=O)N(C)C[C@@H]1Oc2cc(Br)ccc2S(=O)(=O)N([C@H](C)CO)C[C@@H]1C | -4.3% | -4.1% | -7.8% | 0.7 | -2.9 | 1.6% | -1.0% | -0.3
O=C(NC(=S)Nc1ccc2oc(=O)ccc2c1)c1cccc(F)c1 | -4.9% | 7.8% | -11.4% | 1.6 | 5.1 | 16.1% | -2.4% | -1.2
CCOC(=O)CNC(=O)N(C)[C@H]1C[C@H]2c3[nH]c4ccccc4c3CCN2C(=O)[C@H]1[C@H](C)O | -7.6% | 1.8% | -9.8% | -0.3 | -3.0 | 9.5% | 5.0% | 0.4
O=[N+]([O-])c1cccc(Nc2c([N+](=O)[O-])ccc3nonc23)c1 | -2.9% | 2.3% | -8.1% | 6.0 | 18.5 | -0.6% | -24.1% | -1.8
Cc1ccc(C)c(NC(=O)CSc2nc3c(c(=O)n2C)SC(C)C3)c1 (centres undefined) | -15.2% | 0.7% | -22.9% | -4.3 | 0.0 | 14.5% | -15.9% | -3.5
COc1ccc(S(=O)(=O)NC2CCN(Cc3ccccc3)CC2)cc1NC(C)=O | 9.0% | -0.4% | 0.5% | 0.5 | -3.0 | 5.9% | 4.4% | -2.3
Cc1cc(C)n2nc(SCc3nnc(SCc4ccccc4)s3)nc2n1 | 1.6% | -3.6% | -5.1% | -0.8 | · | 0.8% | 8.9% | -0.7
O=C(NCCS(=O)(=O)N1CCN(c2ccccc2)CC1)C1CC1 | -2.5% | 11.4% | -6.0% | -2.2 | 6.4 | 2.6% | 3.2% | -1.1
O=C(Cc1cccc2ccccc12)NN1C(=O)CSC1=S | -7.4% | -21.6% | -18.0% | -0.3 | -5.8 | -5.3% | -3.7% | -0.8
O=C(NCC(=O)N1CCN(c2ncccn2)CC1)c1cccs1 | 9.7% | -7.1% | -3.9% | 1.5 | -2.0 | 1.9% | -1.2% | -0.9
O=C(Oc1c(-c2ccccc2Cl)oc2ccccc2c1=O)c1ccc(Cl)cc1 | 6.8% | -7.4% | -5.0% | -3.1 | 19.9 | 2.5% | -0.4% | -0.5
COC(=O)COn1c(SC(C)C)nc2ccccc2c1=O | 3.7% | -0.2% | -7.9% | -1.0 | 5.0 | 5.0% | -2.9% | 0.3
CCN(CC)CCNC(=O)CCCCn1c(=S)[nH]c2c([nH]c3ccc(OC)cc32)c1=O | 5.7% | ? | 0.0% | -1.8 | · | 4.2% | -0.6% | -0.8
COc1cccc(N2C(=O)CC(NNC(=O)c3cccs3)C2=O)c1 (centres undefined) | 1.3% | -4.8% | -3.3% | -5.8 | -4.4 | -3.5% | -2.9% | -3.0
COc1cnn(-c2ccc(C)cc2)c(=O)c1SCc1ccccc1 | 1.0% | -6.9% | -12.6% | 0.6 | 15.8 | 1.4% | -4.9% | -2.6
COc1ccc(OC)c(S(=O)(=O)n2ccnc2C(C)C)c1 | 3.3% | -7.8% | -4.8% | -0.7 | 0.5 | -1.7% | -7.4% | 3.2
CCOc1ccc(NC(=O)C(CC)n2nc(C)c3c(C)n(-c4ccccc4)nc3c2=O)cc1 (centres undefined) | 11.8% | -0.6% | -5.8% | -2.6 | -0.9 | 13.7% | -8.8% | -1.7
O=C(c1ccc(C(F)(F)F)cc1)C1CCCN(C(=O)Cn2cnnn2)C1 (centres undefined) | -0.6% | 8.1% | -13.8% | -0.7 | -6.3 | 10.7% | -9.4% | -1.1
CCCCOP(=O)(c1ccc(N(C)C)cc1)C(O)c1ccncc1 (centres undefined) | -3.3% | 0.6% | -7.8% | -1.1 | -0.3 | 2.0% | 5.9% | -1.4
COC(=O)CNC(=O)COc1ccccc1 | -0.3% | -2.1% | -6.6% | 0.0 | 1.9 | 4.1% | -6.1% | -2.5
NS(=O)(=O)c1ccc(N2C(=O)C3C4CC(C(Br)C4Br)C3C2=O)cc1 (centres undefined) | 5.2% | -1.4% | -2.8% | 0.9 | 2.6 | 0.4% | 9.7% | 2.0
O=C(c1c(O)cc(O)cc1O)C1c2c(cc(O)c3c2O[C@H](c2ccc(O)cc2)[C@@H](O)C3)OC1c1ccc(O)cc1 (some centres undefined) | -14.8% | ? | -7.3% | -0.1 | ? | 9.4% | ? | -0.9
Cc1ccn2c(=O)nc(SCC(=O)N3CCCC3)nc2c1 | -0.8% | -6.8% | -1.6% | -1.4 | 4.6 | -1.7% | -19.2% | -0.5
Fc1ccc(C2CC(c3ccccc3)Nc3ncnn32)cc1 (centres undefined) | 14.4% | 0.8% | -8.0% | -3.1 | 0.5 | 11.3% | -10.7% | -1.7
COc1ccc(C[C@@H]2OC3(C=CC(=O)C=C3)O[C@H]2Cc2ccc(OC)cc2)cc1 | 6.9% | ? | ? | -0.7 | 2.0 | -9.7% | -24.8% | -1.3
CCOc1ccc(CCNc2cc(C)nc3ncnn23)cc1OCC | -1.6% | 5.6% | -3.9% | -2.9 | -8.3 | 5.2% | ? | 0.4
O=C(CC[C@H]1O[C@@H](n2ccc(=O)[nH]c2=O)[C@H](O)[C@@H]1O)N[C@H](Cc1ccccc1)C(=O)NCCCc1ccccc1 | -3.4% | -2.6% | -3.6% | -0.1 | -2.4 | 4.6% | 8.9% | -2.0
COc1ccc(OCC(=O)Nc2ccc(S(=O)(=O)N3CCCCCC3)cc2)cc1 | -10.4% | -8.6% | -9.7% | -0.2 | 2.6 | ? | -10.1% | -5.6
O=[N+]([O-])c1ccc(N2CCN(c3ccc(F)cc3)CC2)cc1 | -0.2% | 7.7% | -8.6% | -0.4 | 7.2 | 9.6% | -8.0% | 0.4
CCc1ccc(CN(C)Cc2nc(Cc3ccccc3)no2)nc1 | 7.5% | -6.5% | -21.8% | -0.7 | 5.7 | 8.7% | 7.9% | -4.9
CCOC(=O)[C@H]1[C@H]2COc3ccc(Br)cc3[C@@H]2N2C(=O)c3c(C)cc(C)cc3NC(=O)[C@@]12C | 0.3% | 0.1% | -1.1% | 0.1 | -3.6 | 0.2% | -3.7% | -1.5
CC(C)CC(=O)Nc1nnc(S(=O)(=O)N2c3ccccc3CC2C)s1 (centres undefined) | -11.4% | 7.5% | 0.9% | 1.3 | -2.7 | -1.0% | -6.0% | -0.9
CC(C#N)(NC(=O)CN1CCN(S(=O)(=O)c2ccccc2C#N)CC1)C1CC1 (centres undefined) | 3.7% | 2.3% | 1.2% | -7.0 | -1.2 | 26.8% | 9.8% | 0.5
COc1ccc(OC)c(NC(=O)C2(C)CCN2C(C)C)c1 (centres undefined) | -0.9% | -2.8% | -9.7% | -0.5 | 4.1 | -1.0% | -8.4% | -3.9
COC(=O)c1ccc(CNC(=O)/C=C/c2cc([N+](=O)[O-])ccc2OC(F)F)cc1 | 5.3% | 0.4% | -0.6% | 1.4 | -3.0 | -3.8% | 3.2% | -1.1
CCNC(=S)NNC(=O)C(c1ccccc1)c1ccccc1 | 18.5% | 21.3% | -11.5% | -2.2 | · | 8.0% | 5.5% | -0.8
O=C(Nc1ccnn1C1CCN(C(=O)CCc2ccc(F)cc2)CC1)C1CCOC1 (centres undefined) | 4.1% | -21.7% | -0.2% | -1.4 | -3.9 | 8.8% | -13.2% | -1.9
Cc1cc(C)c(OCC(=O)OCC(=O)N2CCc3ccccc3C2)c(C)c1 | 11.3% | -3.8% | -4.1% | -0.6 | 6.6 | 10.2% | -25.8% | -1.1

High-throughput results as filed in PubChem.

These rows are one share of the data (hit frequency here may not be typical).
